Source: PubChem BioAssay (several laboratories)
EBNA-1 inhibitor = EBNA-1 DNA-binding inhibitors, primary screen, biochemical, fluorescence polarization; inhibition, % at 14.8 µM; 300,000 compounds, 0.34% hits; AID 1950, 2009; in the data active = inhibition above about 28%
ZTA counter = blocks Epstein-Barr virus ZTA, an EBNA-1 counter-screen | P03206 | ZTA-DNA binding, fluorescence polarization | inhibition, % at 11 µM | 320,000 compounds, 0.15% hits | AID 2234; in the data active = inhibition above about 33%
Target sequence (P03206 whole entry, looked up): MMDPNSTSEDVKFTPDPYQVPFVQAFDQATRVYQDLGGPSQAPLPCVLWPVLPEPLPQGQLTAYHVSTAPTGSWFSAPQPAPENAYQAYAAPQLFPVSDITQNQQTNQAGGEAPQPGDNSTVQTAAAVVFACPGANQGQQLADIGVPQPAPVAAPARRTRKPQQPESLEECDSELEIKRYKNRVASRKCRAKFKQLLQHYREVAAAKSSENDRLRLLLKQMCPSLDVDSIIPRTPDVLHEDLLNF
GASC-1 inh = inhibitors of GASC-1 histone demethylase, primary screen, biochemical, fluorescence, DELFIA europium; Lysine-specific demethylase 4C (Homo sapiens), Q9H3R0; GST-JMJD2C(1-420) H3K9me3 demethylation; inhibition, % at 2.35 µM; 330,000 compounds, 0.069% hits;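 active = more than half of a compound's replicate wells show inhibition beyond 50%, single wells judged on their own value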;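 note: signal counts dimethyl H3K9 product captured on neutravidin plate; 0% = median of DMSO wells and 100% = 0.3 times that DMSO median; strong numbers were not always called active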
Target sequence (Q9H3R0 1-420 limits assumed): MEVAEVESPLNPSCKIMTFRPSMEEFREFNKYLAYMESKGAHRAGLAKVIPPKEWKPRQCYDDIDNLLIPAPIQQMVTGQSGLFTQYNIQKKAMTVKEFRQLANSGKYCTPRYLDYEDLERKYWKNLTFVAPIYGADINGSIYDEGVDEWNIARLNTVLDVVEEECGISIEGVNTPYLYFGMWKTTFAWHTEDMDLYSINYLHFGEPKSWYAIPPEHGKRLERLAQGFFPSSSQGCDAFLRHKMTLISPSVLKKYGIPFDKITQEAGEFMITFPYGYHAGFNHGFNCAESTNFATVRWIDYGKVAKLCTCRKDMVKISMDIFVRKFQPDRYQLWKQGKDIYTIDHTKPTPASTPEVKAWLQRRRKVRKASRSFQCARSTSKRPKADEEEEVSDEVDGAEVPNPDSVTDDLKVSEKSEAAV
core dimer inh = inhibitors of HCV core protein dimerization, primary screen, biochemical, TR-FRET, high-throughput. TR-FRET GST/Flag-core106 dimerization, 1536-well. 300,000 compounds, 0.33% hits. inhibition, % at 5 µM;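 active = inhibition above the mean of all tested compounds plus 3 SD, set per screening campaign, cut at about 45% in these data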
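Assay system: tagged HCV core106 pair (GST and Flag); medium: KF-containing HEPES buffer, pH 7.45, DTT, CHAPS, BSA; also added: Eu donor and XL665 acceptor anti-tag antibodies; dosing: 5 µM single dose; timing: compound-protein-antibody incubation 4 h at 22.5 °C; signal: TR-FRET 671 and 617 nm emission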
PP1 counter = PP1-alpha phosphatase inhibitors, primary screen, counter-screen for PP5 inhibitor project, biochemical, fluorescence, OMFP substrate, single point; purified PP1alpha; inhibition, % at 6.7 µM; 320,000 compounds, 0.9% hits; AID 2235, 2010;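 active = inhibition above the mean inhibition of all tested compounds plus 3 SD, computed separately for each screening campaign, cut at about 15% in these data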
Target sequence (P62136 whole entry, looked up): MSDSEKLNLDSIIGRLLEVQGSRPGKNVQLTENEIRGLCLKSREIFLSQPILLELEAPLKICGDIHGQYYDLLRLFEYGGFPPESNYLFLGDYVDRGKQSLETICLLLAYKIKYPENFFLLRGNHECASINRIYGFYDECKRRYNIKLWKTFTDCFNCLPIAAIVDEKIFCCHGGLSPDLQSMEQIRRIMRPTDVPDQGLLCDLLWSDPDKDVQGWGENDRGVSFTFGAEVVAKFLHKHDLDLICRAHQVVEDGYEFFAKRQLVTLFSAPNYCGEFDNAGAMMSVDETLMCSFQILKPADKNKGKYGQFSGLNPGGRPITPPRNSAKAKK
CTSL1 counter = Fasciola hepatica cathepsin L1 inhibitors, primary screen, counter-screen for PFM18AAP inhibitor project, biochemical, QFRET, fluorogenic peptide substrate; recombinant F. hepatica cathepsin L1, Z-Leu-Arg-MCA fluorescence; AID 1906, 2009; inhibition, % at 5.96 µM; 300,000 compounds, 0.49% hits;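 active = inhibition above the mean of all tested compounds plus 3 SD, set per screening campaign, cut at about 17% in these data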;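 note: 0% = plate median of test compound wells and 100% = 1 µM Z-Phe-Ala-diazomethylketone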
TPT1 inhibitor = Candida albicans TPT1 enzyme inhibitors, primary screen, biochemical, fluorescence polarization; tRNA 2'-phosphotransferase TPT1 (Candida albicans SC5314); recombinant caTPT1, FP RNA substrate dephosphorylation; inhibition, % at 5 µM; 300,000 compounds, 0.81% hits;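 active = inhibition above the mean of all tested compounds plus 3 SD, set per screening campaign, cut at about 24% in these data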;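 note: plate controls were DMSO alone for no effect and ferristatin control at 100 nM for full effect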
PP5 inh = PP5 phosphatase inhibitors, primary screen, biochemical, fluorescence | Serine/threonine-protein phosphatase 5 (Homo sapiens), P53041 | purified PP5c, OMFP substrate fluorescence | inhibition, % at 6.7 µM | 320,000 compounds, 0.18% hits | AID 1987, 2009;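 active = inhibition above the campaign's mean inhibition across all tested compounds plus 3 SD, cut at about 9.5% in these data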;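 note: 0% = DMSO only and 100% = 100 µM cantharidin control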
Yeast superoxide = reduction of superoxide in aged yeast, primary screen, HTS; S. cerevisiae aged cells, superoxide DHE fluorescence; stronger effect = lower value; superoxide response (% of plate mean), % at 10 µM; 330,000 compounds, 0.18% hits; AID 2690, 2010;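 active = superoxide response under a set limit, about three screen SD below normal, cut at about 65% in these data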;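 note: yeast aged for seven days with compound at 30 °C before DHE staining; 100% = average MFI of all compound-treated wells on the plate with controls excluded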
Active calls of the source: *; · = not tested or not shown; & = joins results of further samples. An unsorted share of the library; overall some 3.1% were active at least once.

SMILES	EBNA-1 inhibitor	ZTA counter	GASC-1 inh	core dimer inh	PP1 counter	CTSL1 counter	TPT1 inhibitor	PP5 inh	Yeast superoxide
CC1=C(C(=O)Nc2ccc(Br)cc2)C(c2ccco2)NC(=O)N1 (stereo not drawn)	-14	-2	18	-6	-5	6	0	1.1	111
O=C(O)C=C(Br)Br	-1	-10	·	-1	-3	5	-3	-1.0	95
O=C1CC(N2CCOCC2)C(=O)N1c1ccc(Cl)cc1 (stereo not drawn)	8	2	2	-2	-1	1	-4	-2.4	96
COc1ccc(-n2c(Cc3cccn3C)nnc2SCC(=O)NC2CCCCC2)cc1	2	-4	12&-13	1	-4	2	2	-0.1	99
CN1CCN(CC#Cc2ccccc2)CC1CCO (stereo not drawn)	-10	8	-15	7	-1	2	-1	0.2	101
COc1ccc(CN(Cc2cc3cc4c(cc3[nH]c2=O)OCO4)C(=O)NC2CCCCC2)cc1	-9	-2	1	8	1	-3	3	4.8	103
Cc1ccn2c(=O)nc(SCC(=O)Nc3cc(C)on3)nc2c1	-5	6	-5	3	-5	-3	-1	-0.3	99
Cc1cccc(NC(=O)Cn2nnc3sc4c(c3c2=O)CC(C)(C)OC4)c1	2	-4	-1	4	-3	-2	-1	-0.4	107
Cc1[nH]nc(-c2ccc(O)cc2O)c1Oc1ccccc1	-2	7	-17	4	4	-3	0	4.1	128
Cc1ccc(N2CC(O)=C(c3ccccc3)C2=N)cc1	7	10	-7	5	-4	7	2	-1.1	115
C/C(=N\OC(=O)c1ccc(F)cc1)c1sc(-c2ccccc2)nc1C	3	14	-2	-4	0	-1	0	2.2	89
Cc1occc1-c1nnc(SCC(=O)N2CCc3ccccc32)o1	4	-20	7	6	1	6	-3	2.2	97
Cc1sc(N)c(C#N)c1C	2	-9	-11	-7	1	2	-1	-2.5	97
Cc1cc(C(=O)O)c(CSc2ncn[nH]2)o1	-1	3	-2	-4	-1	-3	2	-0.7	104
COc1cc(CN2CCc3ccccc3C2)cc([N+](=O)[O-])c1O	-15	-6	-12	-9	1	6	1	-3.6	107
O=C(NN1C(=O)C2C(C1=O)C1C=CC2C12CC2)c1ccccc1 (stereo not drawn)	1	7	2	10	-2	-3	-1	-0.6	96
C/C(CC(=O)Nc1cc(C)cc(C)c1)=N\NC(=O)c1ccccn1	-5	-9	4	-8	-4	1	3	3.3	107
CC(=O)N1CCCc2cc(S(=O)(=O)N3CCCC(C(=O)N4CCN(c5cccc(Cl)c5)CC4)C3)ccc21 (stereo not drawn)	-6	-24	-11	16	0	-1	-2	0.8	104
O=C(NCCc1ccccc1)c1ccc(-c2ccccc2Cl)o1	1	4	10	6	4	2	-1	-0.8	97
CS(=O)(=O)C1=NSC2=NC(=O)/C(=C\c3ccc(OC(=O)c4ccco4)c(Br)c3)C(=N)N21	0	-5	3	-11	2	4	16	1.9	103
CCOC(=O)C(NC(=O)CC)(N1CCc2ccccc2C1)C(F)(F)F (stereo not drawn)	1	23	3	-2	-1	0	-1	-2.1	89
COc1ccc2oc(=Nc3cccc(F)c3)c(C(N)=O)cc2c1	-1	-4	8	-6	0	-2	-1	5.5	135
COc1cc(N(C)C)c([N+](=O)[O-])cc1C(=O)N1CCOCC1	-7	-12	-14	-1	-4	2	3	0.5	100
CCOc1ccc2nc(NC(=O)c3cccc(-c4cc5ccccc5oc4=O)c3)sc2c1	19	-12	-5	9	2	0	1	0.6	93
O=C(O)CCn1cnc2ccccc2c1=O	-10	6	3	0	-6	-1	4	1.7	105
Cc1ccc(N=Cc2cc(Cc3ccccc3Cl)cc([N+](=O)[O-])c2O)c(O)c1	8	7	-13	15	14	-3	14	1.0	90
Cc1ccc(-n2c(SCC(=O)N3CC(=O)Nc4ccccc43)nc3ccccc3c2=O)cc1	-1	0	-8	13	1	4	-1	1.6	98
C#CCOCCOCCOCCNc1nc(N2CCOCC2)nc(N2CCN(C(=O)[C@H]([C@@H](C)O)n3cc(CCCCN)nn3)CC2)n1	5	-7	-6	-14	1	-4	-4	2.8	104
O=C(Nc1ccccc1)Nc1ccccc1Br	2	-4	18	-1	-3	-2	1	0.6	115
CCOc1ccc(NC(=O)NCCN2CCN(c3ccccc3F)CC2)cc1	8	7	-21	-3	1	-4	-2	2.3	86
COc1ccc([C@H]2CC(=O)C=C(c3cccc(Cl)c3)C2)cc1	·	-17	4	·	-1	·	·	3.8	97
Cc1sc2ncnc(N/N=C/c3cccc(O)c3)c2c1C	10	12	-6	-2	0	0	2	3.3	100
CCN(CC)S(=O)(=O)c1cccc(-c2nnc(C(=O)c3ccc(C(F)(F)F)cc3)o2)c1	-12	7	-25&1	2	1	-1	-3	-0.6	116
COc1ccc(CCNC(=O)c2ccc(CS(=O)Cc3ccc(Cl)cc3)o2)cc1OC (stereo not drawn)	-6	24	1	12	-2	-2	1	0.7	115
COc1ccc(N2CCN(C(=O)c3ccc(Br)cc3)CC2)c([N+](=O)[O-])c1	-9	2	-8	0	-4	-10	3	2.4	113
C=CCn1cc(Cl)cc(C(=O)Nc2ccccc2)c1=O	-2	-12	4	-6	1	-1	-1	2.6	103

Reformatted with bars between the fields: part of the list above.
SMILES | EBNA-1 inhibitor | ZTA counter | GASC-1 inh | core dimer inh | PP1 counter | CTSL1 counter | TPT1 inhibitor | PP5 inh | Yeast superoxide
C#CCOCCOCCOCCNc1nc(N2CCOCC2)nc(N2CCN(C(=O)[C@H]([C@@H](C)O)n3cc(CCCCN)nn3)CC2)n1 | 5 | -7 | -6 | -14 | 1 | -4 | -4 | 2.8 | 104
O=C(O)CCn1cnc2ccccc2c1=O | -10 | 6 | 3 | 0 | -6 | -1 | 4 | 1.7 | 105

The results go on:
SMILES	EBNA-1 inhibitor	ZTA counter	GASC-1 inh	core dimer inh	PP1 counter	CTSL1 counter	TPT1 inhibitor	PP5 inh	Yeast superoxide
CCOC(=O)CC1C(=O)NCCN1S(=O)(=O)c1cccc(C(F)(F)F)c1 (stereo not drawn)	10	12	8	11	-2	-1	1	2.7	104
CN(Cc1cnn(C)c1)S(=O)(=O)c1cccc([N+](=O)[O-])c1	-2	6	0	-11	1	-2	1	2.5	114
C/C(=N\NC(=O)c1cccc(N/N=C(\C)c2cc(O)ccc2O)c1)c1cc(O)ccc1O	9	11	-27	6	1	0	2	-0.5	77
COc1cc(-c2cc(C(=O)Nc3nc4ccccc4s3)c3ccccc3n2)cc(OC)c1OC	-2	7	-2	6	4	3	2	3.1	108
C=CCSC1=NC(N)=C(C#N)C2(CCCCC2)C1C(N)=O (stereo not drawn)	2	-4	-4	-2	-2	0	-5	0.2	84
Cc1c(C#N)c(N)nc2c3c(sc12)NC(=O)CC3c1ccc(Cl)cc1 (stereo not drawn)	-1	1	1	13	12	8	2	-1.4	88
CC(C)CN1CCN(Cc2cc3ccccc3[nH]2)CC1CCO (stereo not drawn)	1	-6	-2	1	-1	-3	11	0.6	100
Cc1[nH]c2ccccc2c1C(=O)CN1CCCC1	8	11	4	3	-2	4	1	0.6	97
Cc1ccc(N2CC(C(=O)Nc3cc(Cl)ccc3-n3cncn3)CC2=O)cc1 (stereo not drawn)	11	1	0	-5	-3	-3	-2	-1.5	98
CCOC(=O)C1CCN(C(=O)c2ccc(OC3CCN(C(=O)CCOC)CC3)cc2)CC1	2	6	-7	1	2	0	2	3.9	104
Cn1c(O)c(N=NC(=O)c2cc(-c3cccs3)nc3ccccc23)c2ccccc21	109*	-17	1	34	3	2	-3	2.8	111
COc1ccc(-n2ncc3c(=O)n(CC(C)=O)cnc32)cc1	-3	4	-5	1	0	0	1	0.7	92
CC(=O)Nc1sc(NC(=O)c2ccc(C)cc2)nc1-c1cccs1	22	8	5	-6	0	0	-4	-1.9	93
COc1cc(NC2CCCCC2O)c2nc(-c3ccc(Cl)cc3)ccc2c1 (stereo not drawn)	-5	-19	25	0	4	4	3	2.3	118
COc1ccccc1NS(=O)(=O)c1ccc(N/N=C/c2c(C)nn(-c3ccccc3)c2N2CCCC2)c([N+](=O)[O-])c1	-2	-6	-5	23	1	-5	-1	2.8	132
O=C(O)CCCC(=O)NCCc1ccncc1	3	0	0	-7	-6	-2	-1	0.0	95
O=C(CNC(=O)c1ccccc1F)OCC(=O)N1CCCc2ccccc21	12	-13	16	0	0	1	1	1.4	98
O=C1Nc2cc(C(=O)NCCCN3CCCC3)ccc2S/C1=C/c1ccccc1F	6	-13	8	-18	2	4	-2	-0.8	120
CCc1cccc(CC)c1NC(=O)CO/N=C(\N)CC(=O)NC1CCCCC1	1	0	10	0	1	7	5	-0.1	104
Cc1cccc(NS(=O)(=O)c2ccc(Oc3ccccc3)cc2)n1	11	-2	-1	4	2	-1	-1	0.0	95
O=C(c1ccc(N2CCCC2)c([N+](=O)[O-])c1)N1CCc2ccccc2C1	-13	-8	-8	3	-2	-3	-5	2.5	98

Entries from the list above with an aryl methoxy group (twelve):
SMILES	EBNA-1 inhibitor	ZTA counter	GASC-1 inh	core dimer inh	PP1 counter	CTSL1 counter	TPT1 inhibitor	PP5 inh	Yeast superoxide
COc1ccc(-n2c(Cc3cccn3C)nnc2SCC(=O)NC2CCCCC2)cc1	2	-4	12&-13	1	-4	2	2	-0.1	99
COc1ccc(CN(Cc2cc3cc4c(cc3[nH]c2=O)OCO4)C(=O)NC2CCCCC2)cc1	-9	-2	1	8	1	-3	3	4.8	103
COc1cc(CN2CCc3ccccc3C2)cc([N+](=O)[O-])c1O	-15	-6	-12	-9	1	6	1	-3.6	107
COc1ccc2oc(=Nc3cccc(F)c3)c(C(N)=O)cc2c1	-1	-4	8	-6	0	-2	-1	5.5	135
COc1cc(N(C)C)c([N+](=O)[O-])cc1C(=O)N1CCOCC1	-7	-12	-14	-1	-4	2	3	0.5	100
COc1ccc([C@H]2CC(=O)C=C(c3cccc(Cl)c3)C2)cc1	·	-17	4	·	-1	·	·	3.8	97
COc1ccc(CCNC(=O)c2ccc(CS(=O)Cc3ccc(Cl)cc3)o2)cc1OC (stereo not drawn)	-6	24	1	12	-2	-2	1	0.7	115
COc1ccc(N2CCN(C(=O)c3ccc(Br)cc3)CC2)c([N+](=O)[O-])c1	-9	2	-8	0	-4	-10	3	2.4	113
COc1cc(-c2cc(C(=O)Nc3nc4ccccc4s3)c3ccccc3n2)cc(OC)c1OC	-2	7	-2	6	4	3	2	3.1	108
COc1ccc(-n2ncc3c(=O)n(CC(C)=O)cnc32)cc1	-3	4	-5	1	0	0	1	0.7	92
COc1cc(NC2CCCCC2O)c2nc(-c3ccc(Cl)cc3)ccc2c1 (stereo not drawn)	-5	-19	25	0	4	4	3	2.3	118
COc1ccccc1NS(=O)(=O)c1ccc(N/N=C/c2c(C)nn(-c3ccccc3)c2N2CCCC2)c([N+](=O)[O-])c1	-2	-6	-5	23	1	-5	-1	2.8	132
